Ins promoter up: insulin promoter activators in MIN6 cells, imaging, high-content screening, mouse beta cells; MIN6 insulin promoter-GFP reporter; active compounds read high; z-score at 5 µM; 190,000 compounds, 0.3% hits; AID 1625, 2009;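 active means z-score above 3 at 5 µM with at least 500 cells counted in the well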
ER stress rescue: rescue of cells from ER stress-induced death, primary screen, 384-well, CSM14.1, thapsigargin, ATP luminescence (AID 1222); CSM14.1 thapsigargin-induced death rescue, ATP luminescence; higher % means a stronger effect; cellular ATP content (survival), % at 20 µM, or EC50 in µM where a hit was titrated; 190,000 tested, under 10 active;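 active means EC50 below 50 µM in the dose-response confirmation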;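 further: death triggered by thapsigargin at about 15 µM added after 2 h compound pretreatment; cell ATP read after overnight thapsigargin exposure of roughly 18 to 22 hours; normalized against plate controls of thapsigargin alone and 5% DMSO vehicle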
XIAP displacement: XIAP antagonists, biochemical, IAP family, fluorescence polarization (AID 1018); displacement, % at 20 µM; hits with a dose series show IC50 in µM; 200,000 compounds, 0.007% hits; E3 ubiquitin-protein ligase XIAP (Homo sapiens); XIAP BIR domain, fluorescence polarization peptide displacement; higher % means a stronger effect; in the data active means displacement above about 50%; further: a part of the inactive calls stands beside numbers as strong as those of hits
MT stabilize HCS: microtubule stabilizers in HeLa cells, primary screen, imaging, high-content imaging. % tubulin-high responders, % at 10 µM. HeLa tubulin immunostaining HCS, 24 h; share of cells brighter than vehicle mean+2SD. 200,000 compounds, 0.83% hits. AID 2205, 2009;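 active means plate Z-score above 3 for both tubulin-high and condensed-nucleus cell shares, with cell loss under 80%, at 10 µM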;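 further: anti alpha tubulin signal scored within the nucleus-defined area of each cell; some results filed as inactive read as strong as hits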
Dynein cargo inh: inhibitors of GR-EGFP nuclear translocation, primary screen, dynein cargo transport inhibitor project, imaging, high-content, 3617.4 mouse cells; 220,000 compounds, 0.47% hits; test concentration mostly 20 µM; stimulated with dexamethasone, 1 µM; active compounds read low; z-score, hits read low;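 active means plate z-score of nuclear minus cytoplasmic receptor signal below a set negative limit, without overly bright fluorescence or cell loss, cut at about -3.5 in these data, passing the limit was not always enough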;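 further: z-score of nuclear minus cytoplasmic ring GR-EGFP intensity difference per well; some compounds called inactive have numbers as strong as hits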
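Buffer or medium: tet-free, stripped-serum medium; reagent: dexamethasone at 1.0 µM final, 30 min; incubation: 48 h induction, 1 h compound, 30 min dex at 37 °C; measured by: formaldehyde fixation, Hoechst nuclear stain, 10x automated fluorescence imaging; read-out: nuclear-to-cytoplasmic GR-EGFP distribution per well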
b-catenin transl: modulators of beta-catenin nuclear translocation, primary screen, imaging, HeLa cells, immunofluorescence, high-content; 190,000 compounds, 0.3% hits; nuclear translocation activity, % at 5 µM;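 active means nuclear translocation activity above 50% at 5 µM, with a well cell count of 50 or more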;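 further: per-cell ratio of nuclear to cytoplasmic median beta-catenin stain intensity; plate controls were DMSO negative control for no effect and GSK-3 inhibitor IX positive control for full effect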
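Technique: fluorescence imaging of beta-catenin antibody stain plus DAPI / Material: human HeLa cell line / Incubation: compound treatment 24 h, 37°C, 5% CO2 / Read-out basis: % activation of per-cell nuclear versus cytoplasmic median beta-catenin signal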
Hep lipid drop: inhibitors of hepatocyte lipid droplet formation, primary screen, imaging, high-throughput imaging, BODIPY stain; AID 1656, 2009; 240,000 compounds, 0.4% hits; AML12 mouse hepatocytes, oleate lipid droplets; inhibition, % at 6.5 µM;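 active means lipid droplet intensity inhibited by at least 50%, with more than 500 cells counted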
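Material – mouse AML12 hepatocyte cell line, fixed after treatment · Compound dosing – one dose, 6.5 µM compound · Times – compound with oleate, overnight · Measured by – Image-based BODIPY and DAPI two-channel analysis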
WT yeast gro inh: growth inhibition of WT strain, primary screen, mitochondrial fusion inhibitor project, WT and mutant strains, chemical genetic; AID 1362, 2008; mitochondrial fusion phenotypic screen; inhibition, % at 10 µM; 190,000 compounds, 2.1% hits; in the data active means inhibition above about 58%; tested in S. cerevisiae
Autophagy HCS: autophagy modulators in MEF cells, primary screen, imaging, high-content, MEF GFP-LC3; MEF GFP-LC3 puncta imaging; test concentration mostly 10 µM; calls only at 10 µM (by protocol); 190,000 compounds, 0.98% hits;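 active means percentage of spot-positive cells more than 3 SD above its plate mean, without a fluorescence outlier flag or 80% toxicity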;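 further: spot-positive cell cutoff set from DMSO-treated cells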
WT yeast gro inh mutant strain: recorded beside WT yeast gro inh, whose call it bears; inhibition, %; mitochondrial fusion phenotypic screen, mutant strain inhibition
Dynein cargo inh cytoplasmic EGFP: second read-out of Dynein cargo inh, no call of its own (marks repeat the call); z-score; measured here: cytoplasmic GR-EGFP intensity; active compounds read high
Dynein cargo inh nuclear GR-EGFP: also measured in Dynein cargo inh; calls as there; z-score; measured here: nuclear GR-EGFP intensity;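 lower value marks the stronger effect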
Dynein cargo inh cell count: also measured in Dynein cargo inh; calls as there; z-score; measured here: cell count per field
Ins promoter up cell count: second read-out of Ins promoter up, no call of its own (marks repeat the call); cell count; measured here: cytotoxicity, nuclei count;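 total cells summed across four imaged fields per well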
Hep lipid drop cells 6.5 µM: also measured in Hep lipid drop; calls as there; cell count; measured here: cell count, cytotoxicity flag;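 cells counted across two imaged fields per well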
b-catenin transl cell count 5 µM: also measured in b-catenin transl; calls as there; cell count; measured here: cell count, cytotoxicity flag
MT stabilize HCS Hoechst-high %: recorded beside MT stabilize HCS, whose call it bears; % Hoechst-high responders; measured here: nuclear condensation Hoechst responders;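 share of cells brighter than vehicle mean plus two SD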
MT stabilize HCS cytotoxicity %: also measured in MT stabilize HCS; calls as there; toxicity, %; measured here: cytotoxicity by cell density;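 0% = mean cell density of plate MIN control wells and 100% = no cells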
Autophagy HCS cell loss 18 h: further read-out of Autophagy HCS, marked with its call; toxicity, %; measured here: cell loss, nuclei count;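 cell loss after 18 h compound exposure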
An asterisk follows results filed as active; i = inactive; x = not tested or not shown; & = joins results of further samples.

nr	smiles	Ins promoter up	Ins promoter up cell count	ER stress rescue	XIAP displacement	MT stabilize HCS	MT stabilize HCS Hoechst-high %	MT stabilize HCS cytotoxicity %	Dynein cargo inh	Dynein cargo inh cytoplasmic EGFP	Dynein cargo inh nuclear GR-EGFP	Dynein cargo inh cell count	b-catenin transl	b-catenin transl cell count 5 µM	Hep lipid drop	Hep lipid drop cells 6.5 µM	WT yeast gro inh	WT yeast gro inh mutant strain	Autophagy HCS	Autophagy HCS cell loss 18 h
1	CC(C)(C)C1CCc2onc(C(=O)N3CCOCC3)c2C1 (stereo not drawn)	1	1216	-0.7%	-2.3%	4.1	3.0	8.4	-0.12	-0.13	0.15	-0.5	0.8	923	-7	768	4	6	i	-45
2	O=c1ncn(-c2ccccc2C(F)(F)F)c2ncccc12	-0.52	1291	-1.3%	-1.5%	2.3	1.9	6.0	-0.65	-0.12	0.35	0.072	x	x	8	706	-10	-19	i	13
3	O=C(N/N=C/c1coc2ccccc2c1=O)c1ccccc1Br	0.06	1283	-1.5%	-1.3%	2.6	2.1	2.5	-0.13	-0.28	-0.28	-0.027	x	x	x	x	20	5	i	-11
4	COC(=O)CSc1nc(NCC(C)C)nc(N2CCOCC2)n1	0.28	1280	0.1%	-7.1%	2.9	2.3	5.2	-0.053	-0.078	0.13	1	2.4	806	-4	729	-6	1	i	-8
5	Cc1ccccc1Cn1nc(C)c(NC(=O)/C=C/c2cnn(C)c2)c1C	-0.24	1336	-0.4%	0.1%	1.7	4.0	11	0.54	-0.22	0.14	-0.55	x	x	-19	723	0	15	i	9
6	Fc1ccc(SCCc2ccncc2)cc1	-0.28&-1.2	1665&1127	-0.2%&-1.0%	-1.5%&-0.9%	1.7&2.2	1.6&2.1	1.8&12	0.5&0.22	-0.22&-0.28	-0.66&0.22	-0.85&0.2	1.1&0.3	1391&1457	x	x	21&-1	9&4	i	12&2
7	Cc1nsc(N)c1C(=O)O	0.11	1034	x	x	x	x	x	-0.22	-0.25	0.35	0.36	1.4	1339	1	705	x	x	x	x
8	CCC1(C)C2(C#N)C(N)=NC(OC)(OC)C12C#N (stereo not drawn)	0.29	1203	-3.9%	-5.4%	3.1	1.3	8.4	-0.31	0.26	0.072	0.78	-2.7	1187	-6	805	10	-7	i	0
9	O=C(Nc1nc(-c2cccs2)cs1)c1ccc(Cl)s1	-3.6	550	0.9%	0.6%	4.8	2.3	4.5	2.6	0.0055	1.8	-1.2	0.6	990	17	740	81*	76*	i	2
10	CN(c1ccc(OCC(=O)OCC(=O)Nc2c(F)c(F)c(F)c(F)c2F)cc1)S(=O)(=O)c1ccc(F)cc1	x	x	-4.2%	-8.4%	1.7	1.9	4.2	0.093	-0.24	-0.033	-0.083	0.6	966	0	672	18	1	i	11
11	CN(Cc1cn(-c2ccccc2)nc1-c1ccc(F)cc1)C(=O)CCC(=O)O	-0.07	1326	-1.9%	-1.4%	1.5	3.1	5.6	-0.35	0.66	-0.16	0.26	-1.9	592	2	635	-8	-14	i	-5
12	CCOC(=O)c1sc(C)nc1C1CCN(C(=O)OCC)CC1	-0.51	1043	-0.9%	-0.7%	2.5	2.4	5.3	0.21	-0.22	0.33	-0.092	x	x	x	x	1	2	i	8
13	c1csc(-c2nn3c(C4COc5ccccc5O4)nnc3s2)c1 (stereo not drawn)	-0.29	1288	2.4%	-2.2%	3.2	2.2	5.0	-0.29	-0.26	-0.2	0.38	-0.5	1018	19	728	45	54	i	-4
14	CC(=O)Nc1cc(-c2nn(C)c(=O)c3ccccc23)ccc1N1CCOCC1	0.16	844	0.2%	-12%	7.6	4.9	0.6	1.6	-0.3	0.81	-0.23	x	x	21	818	-9	-13	i	7
15	COC(CNC(=O)c1ccc2c(c1)ncn2-c1ccc(F)c(F)c1)OC	-0.17	1300	0.5%	-3.8%	2.9	2.6	12	-0.9	-0.36	-0.4	0.95	0.0	1108	12	728	-13	19	i	-1
16	CCn1c(C(C)NC(=O)c2cccc(C)c2)nc2ccccc21 (stereo not drawn)	-0.62	1867	-0.6%	-9.1%	4.7	2.9	7.6	-0.54	-0.23	-0.15	0.29	0.8	1045	-5	569	6	5	i	-3
17	CC(C)c1ccc(-c2nnc(N)s2)cc1	1.1	1288	-12%	-9.1%	4.7	2.1	7.2	-0.58	-0.3	-0.58	0.85	-1.5	563	-8	597	5	7	i	-12
18	CCOc1ccccc1N1CCN(C(=O)C(F)(F)F)CC1	-0.52	825	-1.5%	-2.7%	1.8	2.1	11	-0.13	-0.35	-0.3	0.53	x	x	9	754	12	35	i	-1
19	Cc1[nH]n(-c2ccccc2)c(=O)c1/C=N/N1C(=O)c2cccc3cccc(c23)C1=O	-0.08	1363	31%	-3.0%	5.5	3.0	4.0	0.29	-0.31	0.78	-0.35	-0.8	961	-5	721	4	8	i	-3
20	Cc1ccccc1-c1nc(CS(=O)(=O)CC(=O)NCc2ccc3c(c2)OCO3)c(C)o1	-0.01	1435	x	-3.8%	1.6	2.2	9.5	-0.28	-0.26	-0.072	0.43	3.3	1072	23	689	3	16	x	x
21	Cc1ccc(-n2c(SCC(=O)N3CCCCC3)nc(O)cc2=O)cc1	-0.39	1049	x	x	x	x	x	-0.78	-0.29	0.23	0.5	-0.5	1239	4	660	x	x	x	x
22	O=C(Nc1c(F)cccc1F)c1ccc(-n2cncn2)nc1	0.08	1587	3.6%	-2.3%	1.4	1.5	6.3	-0.56	0.13	-0.28	0.99	0.1	1304	x	x	3	0	i	29
23	CCOC(=O)CCc1c(C)n(CC)c2ncnn2c1=O	x	x	x	-14%	3.1	2.4	4.6	-0.49	-0.16	0.057	0.16	-3.3	1095	-4	670	0	-3	i	-12
24	CC(C)CNC(C(=O)Nc1ccc([N+](=O)[O-])cc1Br)c1ccccc1 (stereo not drawn)	0	1415	-0.7%	-12%	4.9	1.9	4.5	0.73	-0.24	0.98	-1.4	-1.1	1072	-13	656	45	-4	i	7
25	Cc1ccc(Sc2c(C)[nH]n(C(C)(C)C)c2=O)cc1	x	x	-3.1%	-2.5%	3.4	2.6	19	-0.37	-0.19	-0.04	0.55	x	x	x	x	5	3	i	37
26	CC(C)CCNC(=O)CN(CCN1CCOCC1)C(=O)Cn1nnc(-c2ccc(F)cc2)n1	0.25	1265	-0.6%	-4.9%	1.8	1.3	5.2	4.8	0.11	4.7	-2.6	-1.3	1171	x	x	7	-8	i	6
27	COc1ccccc1CNN	-0.32	1376	-5.7%	4.6%	2.4	2.9	2.2	-0.37	-0.22	-0.085	0.1	-0.7	1081	-2	703	-1	1	i	29
28	Cc1ccc(-n2c(SCC(=O)Nc3ccc(N4CCOCC4)cc3)nc3ccccc3c2=O)cc1	-0.14	1484	1.1%	-4.5%	5.9	1.9	0.8	-0.26	-0.025	-0.22	-0.23	1.7	1006	19	701	3	-11	i	7
29	O=C(CSc1nc2ccccc2nc1SCC(=O)N1CCOCC1)N1CCOCC1	0.1	1227	x	-1.2%	2.0	1.0	11	0.81	-0.26	0.56	0.73	-0.3	1093	8	676	-15	-46	i	-1
30	Cc1nc2cc(NC(=O)NC3CC3)ccc2n1C	0.32	1538	-1.6%	-10%	1.8	1.2	5.9	-0.087	-0.24	0.076	-0.013	0.1	997	-28	577	-2	-2	i	-14
31	O=[N+]([O-])c1ccccc1S(=O)(=O)NCCC1=CCCCC1	-0.41	1263	-0.7%	-2.7%	1.3	1.3	0.3	-0.65	-0.2	-0.41	0.17	0.3	1348	x	x	71*	6.8*	i	12
32	COc1ccc(NC(=O)CN2CCC(NC(=O)C3CCCCC3)CC2)c([N+](=O)[O-])c1	0.38	1078	1.5%	-1.7%	3.5	2.1	3.6	-0.28	-0.13	-0.2	-0.036	0.7	1523	28	706	12	10	i	0
33	CN(C)CCN(C(=O)c1cccc(Cl)c1)c1nc2c(Cl)cccc2s1	0.08	1507	-3.9%	-7.9%	2.1	3.3	6.1	-0.55	-0.18	0.032	0.73	-0.1	1145	-2	638	8	-2	i	-5
34	O=C(O)c1ccc(N=Nc2c(O)[nH]c3cc(Cl)ccc23)cc1	0.07	1046	x	x	x	x	x	-0.2	-0.24	0.67	-0.32	-0.6	1266	9	688	x	x	x	x
35	O=C1c2ccccc2C(=O)N1CCc1nc2ccccc2c(=O)n1Cc1ccco1	0.68	999	-0.1%	-3.9%	3.7	2.3	5.0	-0.79	-0.28	-0.5	1.3	2.0	789	x	x	4	-4	i	-7
36	O=C(NCC(=O)N1CCCC1C(=O)O)OC1CCCCC1 (stereo not drawn)	0.82	1689	-3.4%	-4.0%	4.1	1.2	8.6	-0.18	-0.22	0.23	0.29	-1.8	1054	0	640	-24	-19	i	8

Screening results: PubChem BioAssay, several laboratories
